Compound activity: PubChem BioAssay, National Center for Advancing Translational Sciences (NCATS)
Tau fluor cs: counter-screen for tau fibril formation inhibitors | Potency, µM (series often up to 57.7 µM), without a hit: at the top dose activity change, negative = decrease | tau K18 P301L Alexa594 fluorescence, heparin fibrillization | AID 1463 | 280,000 compounds, 0.93% hits; note: % is set by controls: 0 for no effect and ±100 for the full control effect; nearly all actives have a fitted effect of over 55% in size
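Human tau K18 P301L (15 uM unlabeled, 0.24 uM Alexa 594-labeled) in 100 mM sodium acetate pH 7 with 20 uM heparin, 6 hr at 37 C. ThT 30 uM added, 1 hr ambient; Alexa 594 FP and total fluorescence read at 555/632 nm.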
GLA spleen mod: inhibitors or activators of human alpha-galactosidase in spleen homogenate; P06280; human spleen homogenate, 4MU-alpha-Gal fluorescence, 40 min; Potency, µM (top dose mostly 80 µM), for the others: top-dose activity change, negative = inhibition, most hits filed as inhibitors; 240,000 compounds, 0.008% hits;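 note: 0% = enzyme with vehicle and -100% = no enzyme basal signal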
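qHTS titration in buffer at pH 5.0. Alpha-galactosidase activity in spleen homogenate was measured via 4-methylumbelliferone release from 1 mM fluorogenic substrate after 40 min at 37C and a pH 10 stop. AC50 came from Hill fits of control-normalized data.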
GAA inhib: inhibitors of human lysosomal alpha-glucosidase | purified human GAA, 4-MU-alpha-glucoside fluorescence | Potency, µM (highest dose often 76.9 µM), for inactives: at the top dose activity change, negative = inhibition, usual class: inhibitors | 200,000 compounds, 0.005% hits;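 note: plate controls were uninhibited enzyme wells for no effect and no-enzyme background for full effect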
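Endpoint fluorogenic read: 20 min room-temperature reaction of 4 nM human alpha-glucosidase with 400 uM 4-methylumbelliferyl-alpha-D-pyranoside, pH 5.0, quenched with 1M NaOH/1M glycine pH 10. AC50 from Hill modeling.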
NPSR antag: neuropeptide S receptor (human) antagonism, cAMP | AID 1461 | 220,000 compounds, 1% hits | Potency, µM (highest dose often 38.3 µM), for inactives: at the highest dose activity change, negative = inhibition, usual class: inhibitors | CHO-NPSR cells, cAMP TR-FRET, antagonist mode | Q6W5P4; note: % is set by controls: 0 for no effect and ±100 for the full control effect; nearly all actives have a fitted effect of over 50% in size; many of its hits are not listed in these tables
Target sequence (Q6W5P4 whole entry, looked up): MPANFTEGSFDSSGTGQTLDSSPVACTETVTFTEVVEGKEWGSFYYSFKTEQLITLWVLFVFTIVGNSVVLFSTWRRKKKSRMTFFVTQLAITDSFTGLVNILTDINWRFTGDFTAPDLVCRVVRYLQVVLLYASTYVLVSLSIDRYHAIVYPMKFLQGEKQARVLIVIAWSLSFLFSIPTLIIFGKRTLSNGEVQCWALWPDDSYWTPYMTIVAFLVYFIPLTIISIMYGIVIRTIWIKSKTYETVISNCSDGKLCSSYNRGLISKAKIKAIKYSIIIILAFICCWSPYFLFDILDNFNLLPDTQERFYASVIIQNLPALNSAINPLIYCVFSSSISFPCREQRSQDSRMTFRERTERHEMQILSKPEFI
GAA glycogen: inhibitors or activators of human alpha-glucosidase glycogen cleavage; P10253; recombinant GAA, glycogen substrate, Amplex Red glucose oxidase fluorescence; Potency, µM (titrated, usually from 76.4 µM), without a hit: at the highest dose activity change, negative = inhibition, usual class: inhibitors; 300,000 compounds, 0.38% hits; AID 2100;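 note: 0% = full enzyme reaction and -100% = no-enzyme basal signal; the screen sought inhibitors and activators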
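Natural-substrate format: glycogen cleavage by 4 nM human enzyme, glucose read by Amplex Red coupling (Ex 573, Em 610 nm). Normalized to enzyme and no-enzyme controls.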
Epigenetic reg: derepresses silenced GFP reporter in murine cells; AID 1865; Potency, µM (series often up to 53.9 µM), inactives show at the highest dose GFP activation, actives largely listed as activators; 280,000 compounds, 0.2% hits; murine LDR cells, GFP reporter derepression, 30 h; note: % of control where 0% means no effect; nearly all actives have a fitted effect of over 60% in size
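Murine LDR cells bearing a silenced CMV-driven GFP reporter were exposed to compound for 30 h at 37 C. After PBS washes, GFP-positive cells (20-120 um objects) counted by laser-scanning microplate cytometry.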
aGlu spleen mod: lysosomal alpha-glucosidase (human) modulation | P10253 | human spleen homogenate, 4-MU-alpha-glucoside fluorescence | Potency, µM (top dose mostly 79.9 µM), inactives show at the top dose activity change, negative = inhibition, actives largely listed as inhibitors | 240,000 compounds, 0.006% hits;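 note: 0% = enzyme with vehicle and -100% = no enzyme basal signal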
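Human spleen homogenate (1 ug) incubated with compounds and 1 mM 4-methylumbelliferyl-alpha-D-glucopyranoside in pH 5.0 citrate/phosphate buffer, 37 C, 40 min. Stopped at pH 10; 4-MU fluorescence (Ex 365/Em 440 nm); AC50 by Hill fit.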
ALDH1A1 inh: blocks purified human ALDH1A1 activity; Purified ALDH1A1, NADH fluorescence, propionaldehyde substrate; Potency, µM (series often up to 75.3 µM), for the others: at the top dose activity, negative = inhibition, actives largely listed as inhibitors; 220,000 compounds, 7.3% hits; AID 1030; active = well fitted inhibition curve with a large enough effect, not every such curve was filed as active; inconclusive = small, poorly fitted or top-dose-only effect, or another doubt; inactive = no such curve, though single readings can be large or run the other way;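 note: plate controls were no enzyme wells and a reference inhibitor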
Target sequence (P00352 whole entry, looked up): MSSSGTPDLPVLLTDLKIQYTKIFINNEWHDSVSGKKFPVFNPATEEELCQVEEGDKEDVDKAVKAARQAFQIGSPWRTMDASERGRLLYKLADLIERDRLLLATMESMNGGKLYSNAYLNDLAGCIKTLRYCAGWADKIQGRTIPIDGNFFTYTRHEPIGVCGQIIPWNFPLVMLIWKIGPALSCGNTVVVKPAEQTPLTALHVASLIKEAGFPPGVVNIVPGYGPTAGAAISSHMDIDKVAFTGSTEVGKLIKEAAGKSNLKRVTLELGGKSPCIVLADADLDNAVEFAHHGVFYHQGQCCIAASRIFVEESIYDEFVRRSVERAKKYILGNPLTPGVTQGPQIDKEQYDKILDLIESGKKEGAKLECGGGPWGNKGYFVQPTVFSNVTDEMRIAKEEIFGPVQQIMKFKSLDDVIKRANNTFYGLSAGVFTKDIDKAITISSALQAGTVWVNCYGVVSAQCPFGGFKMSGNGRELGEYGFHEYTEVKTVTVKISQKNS
* = called active by the depositor; ? = inconclusive; . = no result given; & = joins results of further samples; [ ] = another dose, or the depositor's remark. Unless noted, calls come from the whole dose curve; as a rule, active = well fitted curve in the direction sought with a large enough effect; inconclusive = small, poorly fitted or top-dose-only effect, or another doubt; inactive = no such curve, though single readings can be large; an effect the other way counts as inactive or inconclusive. Potency is the fitted concentration of half-maximal effect. Not all compounds are listed; count on the stated rates, not on these rows.

structure	GLA spleen mod	aGlu spleen mod	Epigenetic reg	GAA glycogen	NPSR antag	ALDH1A1 inh	GAA inhib	Tau fluor cs
O=C(NCCCN1CCOCC1)c1cc(-c2ccc3c(c2)OCO3)nc2ccccc12	-9%	-29%	1.7%	9%	12%[46.1 µM]	4%	-1%[15.4 µM]	-7%
NC(=O)CC(NC(=O)Cc1ccc(Cl)cc1)c1ccc(NCC2CC2)c([N+](=O)[O-])c1 (configuration not stated)	4%	4%	6.2%	2%	17%	.	.	-18%
CCN(CC(=O)NC1CCCC1)S(=O)(=O)c1ccc(C)cc1	-13%	0%	0.0%	2%	-5%[46.1 µM]	-1%	?	3%
COc1cc(CC(=O)Nc2sccc2C(N)=O)cc(OC)c1OC	-1%	-1%	-1.6%	-6%	-8%[46.1 µM]	?	-8%	-14%
CCCCCCC(=O)c1c(C)[nH]c(C(=O)OCC)c1C	-6%	-7%	0.0%	-8%	?	1%	-15%	-12%
CCCCNC(=S)N/N=C1\C(=O)c2cccc3cccc1c23	11%	2%	16%	?	-24%[46.1 µM]	13µM*	-4%	-24%
CC1CCCCN1Cc1c(O)ccc2c(=O)c(-c3nc4ccccc4s3)c(N)oc12 (configuration not stated)	7%	2%	0.0%	-3%	-12%	?	-23%	?
Cc1ccc(SCc2nc(-c3ccccn3)no2)cc1	1%	2%	2.0%	-9%	-9%[46.1 µM]	9%	-4%	-2%
O=C(Nc1cccc(C(F)(F)F)c1)c1ccc2nc(-c3ccco3)c(-c3ccco3)nc2c1	11%	1%	-6.3%	6%	3%[46.1 µM]	0.4µM*	-15%	16µM*[quencher]
COc1cc(C2C=C(c3cccs3)Nc3ncnn32)cc(OC)c1OC (configuration not stated)	-5%	-10%	-0.5%	?	-11%	?	-1%	-9%
CN(C)C(=O)c1cc(-c2ccccc2)no1	3%	-3%	0.3%	7%	13%	-10%	12%	-5%
COc1cccc(-c2cc(=O)c3cc(NC(=O)c4ccc(N(C)C)cc4)ccc3[nH]2)c1	-10%&-1%	-6%&1%	-0.6%&0.5%	0%	23%	7%&-9%	2%	?
CCCCNC(=O)COC(=O)c1cc(Br)ccc1Cl	-5%	-3%	1.3%	-3%	3%[46.1 µM]	7%	-3%	-7%
COC(=O)c1ccc(C(/C=C/[C@@H](C)C(=O)N(C)Cc2ccccc2)NC(=O)OCc2ccccc2)cc1 (some centres not stated)	-11%	-8%	2.7%	.	.	?	.	-14%
C=CCN1C(=NC(=O)CC)SC2CS(=O)(=O)CC21 (configuration not stated)	8%	2%	-1.2%	8%	5%[46.1 µM]	4%	3%	4%
CCOC(=O)c1cn2cccnc2n1	1%	0%	-0.3%	-14%	-1%[46.1 µM]	?	3%	-8%
CN(C/C=C/C#CC(C)(C)C)Cc1cccc2ccccc12	-2%&-1%	0%&-4%	0.0%	.	.	-2%	.	-1%
O=C(c1ccco1)N1CCN(c2nc3ccsc3c(=O)s2)CC1	7%	-9%	-0.8%	6%	-22%[46.1 µM]	13µM*	-5%	-10%
CS(=O)(=O)N(CC(=O)NCc1ccc(Cl)cc1)C1CCCCC1	-7%	-10%	-1.0%	1%	-13%	-6%	-14%	-10%
O=C(NCCCn1ccnc1)C(=O)NCC1OCCN1S(=O)(=O)c1ccc2c(c1)OCCO2 (configuration not stated)	1%	1%	-0.3%	-2%	13%	.	.	-17%
Cc1cc(NC(=O)C2C3C(=O)N(Cc4ccc(Cl)cc4)C(C(=O)NC(C)(C)C)C34C=CC2(C)O4)no1 (configuration not stated)	-8%	-10%	-1.1%	1%	-1%[46.1 µM]	0%	2%	5%
COC(=O)CCn1c(C)cc(C(=O)COc2ccccc2C(N)=O)c1C	-2%	3%	-1.4%	5%	12%	7%	0%	-11%
CCOC(=O)c1cn(CC)c2ccc(S(=O)(=O)N3CC(C)CC(C)C3)cc2c1=O (configuration not stated)	-15%	8%	1.2%	1%	2%[46.1 µM]	14%	-7%[15.4 µM]	-22%
CN(C)NC(=O)c1cccc(Cl)c1	0%	3%	-0.2%	5%	-3%	7%	8%	3%
CCCc1ccc(OCc2ccccc2)c2c(=O)cc(C(=O)OCC)oc12	4%	-14%	-1.0%	4%	-4%	.	.	-1%
O=C(NCc1ccccn1)c1ccc(Cn2cc(C(F)(F)F)ccc2=O)cc1	0%	5%	-0.3%	6%	6%	4%	1%	2%
CS(=O)(=O)Nc1ccc(C(=O)NC2CC3CCC2C3)cc1 (configuration not stated)	6%	0%	-1.0%	3%	1%[46.1 µM]	13%	-11%	-8%
S=C1NCN(Cc2cccnc2)CN1Cc1ccccc1	6%	4%	1.1%	-1%	18%	.	.	-5%
CCC(=O)NNC(=O)c1cc(COc2cc(Cl)cc(Cl)c2)on1	2%	-3%	-1.4%	1%	8%	.	.	8%[0.0958 µM]
CCN(CC)c1cc(Cl)c2nonc2c1N	7%	-2%	-0.3%	?	7%[7.67 µM]	.	.	-1%

The closing 3 records of the part above lead into the next.
structure	GLA spleen mod	aGlu spleen mod	Epigenetic reg	GAA glycogen	NPSR antag	ALDH1A1 inh	GAA inhib	Tau fluor cs
S=C1NCN(Cc2cccnc2)CN1Cc1ccccc1	6%	4%	1.1%	-1%	18%	.	.	-5%
CCC(=O)NNC(=O)c1cc(COc2cc(Cl)cc(Cl)c2)on1	2%	-3%	-1.4%	1%	8%	.	.	8%[0.0958 µM]
CCN(CC)c1cc(Cl)c2nonc2c1N	7%	-2%	-0.3%	?	7%[7.67 µM]	.	.	-1%
CCCCOC(=O)c1ccc(Nc2ccc([N+](=O)[O-])cn2)cc1	12%	2%	-0.9%	20%	23%	-1%	2%	-1%
Cc1ccc(Nc2nc(CSc3n[nH]c(N)n3)cs2)cc1	1%	0%	0.1%	?	-6%	.	.	?
Oc1ccccc1C(Nc1nccs1)c1ccc2cccnc2c1O (configuration not stated)	2%	1%	-1.6%	0%	-11%	.	.	?
COc1cc2oc(=O)cc(-c3ccc(-c4ccc(NC(C)=O)cc4)cc3)c2c(OC)c1OC	-1%	7%	-0.1%	.	.	?	.	?
C=CCC(C)(O)CCc1ccccc1 (configuration not stated)	5%	-11%	1.1%	.	.	0%	.	1%
COC(=O)Cc1cn(-c2ncc(C(F)(F)F)cc2Cl)c2ccccc12	2%	-1%	-2.9%	6%	-24%[46.1 µM]	?	2%	-24%
Cc1cc(C)c2nc(N3CCN(C)CC3)c(C#N)cc2c1	-4%	2%	-2.5%	-10%	-15%[46.1 µM]	?	4%	-6%
CC(C(=O)Nc1sccc1C(N)=O)N1C(=O)C2CC=CCC2C1=O (configuration not stated)	-18%	-10%	0.0%	-3%	5%[7.67 µM]	16%	-2%	1%
O=C(c1ccccc1)N(Cc1ccc(F)cc1)C1CCS(=O)(=O)C1 (configuration not stated)	-7%	-8%	-2.3%	6%	-12%[46.1 µM]	?	-4%	1%
COc1ccccc1-c1ccc(SCc2cccc(C)c2)nn1	1%	.	-0.1%	0%	-44%	?	0%	-13%
COc1ccc(Oc2ncccc2[N+](=O)[O-])cc1	-10%	-1%	0.1%	-2%	-4%	.	.	-19%
CC(C)c1nnc(NC(=O)CN2C(=O)c3ccccc3C2=O)s1	6%	2%	0.0%	2%	-2%[46.1 µM]	0%	-4%	0%
CCOC(=O)c1nc2nc(C)c(Cl)c(=O)n2[nH]1	-6%	-10%	0.0%	-5%	-5%[46.1 µM]	14%	0%	-5%
Cc1c(C)n(C(=O)CN2CCN(c3ccccc3)CC2)c2ccccc12	5%	-2%	-3.1%	-3%	-8%[46.1 µM]	?	-4%	-9%
O=C(Nc1ccc(N2CCCC2)cc1)c1ccc([N+](=O)[O-])cc1Cl	1%	1%	2.5%	-2%	3%	14%	3%	-13%
COc1cc2c(cc1OC)CN(C(=O)c1sc(-c3cnccn3)nc1C)CC2	-3%	-2%	0.0%	-2%	17%	-10%	6%	-6%
COc1cccc(C(=O)N(CN2CCCC2=O)c2cccc(Cl)c2)c1	-12%	-8%	-0.9%	-7%	-9%[46.1 µM]	-10%	11%	1%
C=CCNCCCCOc1ccc(OCc2ccccc2)cc1	9%	7%	-3.1%	0%	4%	?	6%	0%
Cc1ccc(C(=O)Nc2ccccc2C(=O)O)cc1S(=O)(=O)NCc1ccccc1	-7%	1%	-1.9%	13%	6%	?	6%	-5%
C/C(=N\NC(=O)CCc1c[nH]c2ccccc12)c1ccc([N+](=O)[O-])cc1	8%	-9%	1.0%	-2%	-2%	1%	-1%	?
O=C(CN(C(=O)CNS(=O)(=O)c1ccccc1)C1CCCC1)NCc1ccco1	-3%	-5%	1.5%	4%	-7%[46.1 µM]	-8%	-5%	5%
CCc1ccc(N2CC(C(=O)NCc3ccc4c(c3)OCO4)CC2=O)cc1 (configuration not stated)	4%	2%	-1.7%	1%	-1%[46.1 µM]	0%	1%	2%
CCCCN1CC(O)=C(c2nc(-c3ccc(Br)cc3)cs2)C1=N	-6%	-4%	-1.4%	5%	-7%	2%	-4%[15.4 µM]	-19%
CCc1nnc(NC(=O)CC(CN(C)S(=O)(=O)c2ccccc2)c2ccccc2)s1 (configuration not stated)	8%	0%	0.0%	0%	-25%[46.1 µM]	-7%	?	-12%
O=C(c1ccc(Cl)c(S(=O)(=O)N2CCCC2)c1)N1CCN(c2ccccc2)CC1	-3%	5%	-0.2%	23%	-7%	-7%	-2%	-3%
